Screening data (PubChem BioAssay)
GPR151 activ = activates the human receptor GPR151 | activation, % at 11.2 µM | 650,000 tested, 1% active | PathHunter beta-arrestin GPR151 cells, luminescence; in the data active = activation above about 4.9%;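 also: 0% = median of compound wells and 100% = cells with positive control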
Target sequence (Q8TDV0 whole entry, looked up): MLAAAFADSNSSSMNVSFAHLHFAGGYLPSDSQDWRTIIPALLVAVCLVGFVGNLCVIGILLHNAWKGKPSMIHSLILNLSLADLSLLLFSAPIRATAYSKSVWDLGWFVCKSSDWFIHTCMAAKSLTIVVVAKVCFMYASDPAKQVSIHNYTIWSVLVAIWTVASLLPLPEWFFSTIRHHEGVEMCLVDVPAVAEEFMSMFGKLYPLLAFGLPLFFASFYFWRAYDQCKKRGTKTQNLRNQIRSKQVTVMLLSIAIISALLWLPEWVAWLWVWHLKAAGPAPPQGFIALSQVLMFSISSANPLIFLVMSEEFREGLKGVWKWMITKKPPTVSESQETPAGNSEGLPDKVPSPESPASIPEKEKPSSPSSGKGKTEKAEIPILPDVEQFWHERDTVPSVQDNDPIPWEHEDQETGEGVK
FBW7 activator = human FBW7 E3 ligase activation, primary screen; AlphaScreen FBW7–phospho-cyclin E peptide binding, activator screen; normalized activity (activation), % at 26.1 µM; 650,000 tested, 0.13% active; AID 1259310; in the data active = normalized activity above about 1.9%;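 also: purified mutant Fbw7 with reduced substrate affinity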
Target sequence (Q969H0 whole entry, looked up): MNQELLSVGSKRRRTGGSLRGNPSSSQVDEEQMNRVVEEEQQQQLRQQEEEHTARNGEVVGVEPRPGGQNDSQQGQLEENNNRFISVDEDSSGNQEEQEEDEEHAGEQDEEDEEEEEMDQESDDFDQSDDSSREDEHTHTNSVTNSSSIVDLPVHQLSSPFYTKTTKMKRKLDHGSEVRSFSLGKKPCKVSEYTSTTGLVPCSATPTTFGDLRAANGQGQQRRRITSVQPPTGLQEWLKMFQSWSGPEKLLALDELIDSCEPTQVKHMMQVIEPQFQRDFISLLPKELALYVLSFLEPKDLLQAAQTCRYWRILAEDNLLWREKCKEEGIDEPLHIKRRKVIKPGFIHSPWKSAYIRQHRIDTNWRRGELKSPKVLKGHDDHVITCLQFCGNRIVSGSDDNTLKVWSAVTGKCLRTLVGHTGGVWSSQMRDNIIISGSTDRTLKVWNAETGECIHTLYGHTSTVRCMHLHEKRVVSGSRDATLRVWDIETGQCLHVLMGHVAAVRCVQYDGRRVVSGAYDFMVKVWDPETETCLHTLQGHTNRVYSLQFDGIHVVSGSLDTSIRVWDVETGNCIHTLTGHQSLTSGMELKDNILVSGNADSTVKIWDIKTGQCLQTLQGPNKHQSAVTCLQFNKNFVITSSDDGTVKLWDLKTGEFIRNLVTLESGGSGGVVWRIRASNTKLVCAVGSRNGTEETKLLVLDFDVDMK
MITF primary = inhibitors of human MITF; inhibition, % at 2.6 µM; AlphaScreen MITF homodimerization, bead proximity signal; 650,000 tested, 0.91% active; O75030; in the data active = inhibition above about 50%;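 also: 0% = vehicle wells with protein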
TEAD-YAP block = TEAD-YAP interaction inhibition | HEK-TIYL cells, TEAD-Gal4/YAP UAS-luciferase luminescence | inhibition, % at 9.12 µM | 640,000 tested, 1.4% active | AID 1259422; in the data active = inhibition above about 32%;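 also: 0% = median of test compound wells and 100% = reference inhibitor wells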
* hit, by the source's call; . = not tested or not shown; & = joins results of further samples.

SMILES | GPR151 activ | FBW7 activator | MITF primary | TEAD-YAP block
C/C(N)=C(/C#N)C(=O)COC(=O)c1ccccc1C(=O)N(C)C1CCCCC1 | -1.3 | 0.5 | 17 | 9
COc1cc(NC(=O)C2C3C=CC4(CN(C(C(=O)NC5CCCCC5C)c5ccc(Cl)cc5)C(=O)C24)O3)cc(OC)c1 (centres undefined) | 0.5 | 0.0 | 5 | -5
CC1=NN(c2ccc(F)c(Cl)c2)C(=O)C1 | 3.8 | 0.6 | -2 | 6
COc1ccc(-c2nc(NCc3nc4ccccc4[nH]3)nc(OC)n2)cn1 | -0.2 | 0.0 | -3 | -6
CCC(=O)NCCNc1nc2cc(C)c(C)cc2cc1C#N | -1.0 | 0.4 | 18 | -5
O=C(NCCc1ccccc1)C1CC(=O)N(CCc2ccccc2)C(=Nc2cc(Cl)cc(Cl)c2)S1 (centres undefined) | 0.0 | 0.0 | -4 | -3
CCN(CC)CCn1cnc2c(=O)oc3ccccc3c21 | 1.0 | -0.1 | 0 | 5
CC(C)C(C(=O)Nc1ccc(I)cc1)N1C(=O)c2ccccc2C1=O (centres undefined) | -1.1 | 0.1 | -3 | 10
CCn1c(-c2cccnc2)n[nH]c1=S | -0.8 | -0.1 | 3 | 5
O=C1N[C@H](Cc2ccccc2)C(=O)N2CCN(S(=O)(=O)c3ccccc3F)C[C@H]12 | -0.4 | -0.2 | -3 | -4
CCOc1ccc2[nH]c3nc(SCC4CCCO4)nnc3c2c1 (centres undefined) | -1.4 | 0.4 | 7 | -81
CC(=O)c1ccc(NC(=O)c2cc(-c3ccccc3)nc3ccccc23)cc1 | 0.2 | 0.7 | 12 | -59
CCN(CC)S(=O)(=O)c1ccc(N/N=C/c2sccc2C)c([N+](=O)[O-])c1 | 0.6 | 0.0 | 4 | -7
O=C(/C=C/c1ccc2c(c1)OCO2)NNC(=O)CCCOc1ccc(Cl)cc1Cl | -0.1 | -0.1 | -1 | 6
COCCOC(=O)c1[nH]c2c(c1C)C(=O)CC(c1ccc(Cl)cc1)C2 (centres undefined) | 2.8 | 0.4 | -2 | -33
COCC(=O)NCC1CCC2(CCN(Cc3cccn3-c3ccc(Cl)cn3)CC2)O1 (centres undefined) | 1.6 | -0.1 | -4 | -8
CC(C)Sc1nc(=O)n(CCO)c2c1CCCC2 | -0.2 | 0.2 | -17 | 9
CC(C)N1CSC(=S)N(Cc2ccccc2)C1 | 2.1 | 0.4 | 3 | -11
OCc1ccc(-c2nn(Cc3ccccc3)c3ccccc23)o1 | 0.6&0.2 | 0.7 | -5&11 | 3
COc1cc(NC(=O)CCCOc2ccc(Cl)cc2Cl)c2ncccc2c1 | 0.9 | 0.1 | -6 | -1
O=C1c2ccccc2C(=O)c2c1cccc2S(=O)(=O)Nc1cccc(Cl)c1 | -0.9 | -0.4 | 15 | 4
Cc1cc(I)ccc1NC(=O)CSc1nc(-c2cccs2)cc(C(F)(F)F)c1C#N | -1.0 | -0.1 | -1 | 13
NNC(=O)CNC(c1ccccc1)c1cc(Br)ccc1N (centres undefined) | 3.6 | -0.2 | 3 | 16
Cc1cccc2cc(C#N)c(NCCCn3ccnc3)nc12 | -0.4 | 0.0 | 0 | -4
CC(=O)OC(OC(C)=O)C12C=CC(O1)C1C(=O)N(c3ccc(C(C)=O)cc3)C(=O)C12 (centres undefined) | -0.2 | -0.1 | -10 | -1
O=C(NC1CCN(Cc2ccccc2)CC1)c1ccnc(Nc2ccc3ncccc3c2)c1 | 1.0 | 0.3 | 2 | 7
COc1ccccc1-c1cc(C(=O)NCc2cccs2)[nH]n1 | 0.7 | 0.1 | 0 | -17
CC(=O)C1=C(O)C(=O)N(c2cccc(C(F)(F)F)c2)C1c1ccccc1Cl (centres undefined) | 2.2 | -0.2 | -1 | -5
O=C1OC(c2ccccc2F)=N/C1=C\c1ccc(OCc2ccccc2)cc1 | 0.5 | -0.1 | 7 | 1
O=C(CSc1ncccc1C(=O)O)c1ccc2ccccc2c1 | -0.4 | -0.2 | 6 | -13
COc1ccc(N/C=C\C(=O)c2cccs2)cc1OC | -0.4 | 1.2 | 28 | -28
CC1=C(C(=O)Nc2ccc(Cl)cc2C(=O)O)SCCO1 | 0.2 | 0.0 | 19 | 4
Cc1ccc(-n2cc(C(=O)Nc3ccc(Cl)cn3)c3ccccc3c2=O)cc1C | -1.2 | -0.2 | 1 | -4
CCOC(=O)c1c(NC(=O)CN2C(=O)c3ccccc3C2=O)sc(C)c1C | -1.2 | 0.2 | 0 | 16
Cc1ccccc1C(C(=O)NCc1ccco1)N(C(=O)Cn1nnc2ccccc21)C1CC1 (centres undefined) | 1.1 | 0.5 | 12 | 8
COc1ccc(C(=O)N2CCC(C(=O)Nc3ccc(Br)cc3)CC2)cc1OC | -1.5 | -0.1 | -15 | -6
Cc1ccccc1Nc1nc(N)nc(CSc2nc3ccccc3c(=O)n2C)n1 | 4.2 | -0.2 | -4 | -9
Clc1ccc(Cn2c(-c3cncs3)nc3ccccc32)c(Cl)c1 | 0.4 | 0.6 | -8 | -8
N#Cc1cccc(OCc2ccc(C(=O)O)cc2)c1 | -7.8 | 0.0 | 11 | 0
COc1cc(/C=N/Nc2nnc(C)c(=O)[nH]2)cc(OC)c1 | -1.1 | -0.1 | 1 | -2
CCCC(=O)N1c2ccccc2NC2=C(C(=O)CCC2)C1c1ccc(Cl)cc1Cl (centres undefined) | 1.1 | 0.1 | 18 | 5
COc1ccc(NC(=O)c2c(NC(=O)CCC(=O)O)sc3c2CCC(C(C)(C)C)C3)cc1 (centres undefined) | -0.1 | -0.1 | -3 | 1
O=S(=O)(CCc1ccccc1)N1CCN(c2ccc(-c3cccnc3)nn2)CC1 | 0.7 | -0.1 | -17 | -7
COc1ccc(-c2nnc(SCC(N)=O)n2-c2cccc(C(F)(F)F)c2)cc1OC | 1.2 | 0.5 | 8 | 5
O=C(Nc1cccc2c1CCCC2)C1CCCN1C(=O)OCc1ccccc1 (centres undefined) | 1.1 | 0.1 | 2 | 9
Cc1nc2ccccc2nc1CN1CCOc2ccc(CN3CCC(O)CC3)cc2C1 | -0.1 | -0.1 | 5 | -2
Cc1cccc(N2C(=S)NC3c4cc(Br)ccc4OC2(C)C3C(=O)Nc2ccc(Cl)cc2)c1 (centres undefined) | 1.2 | -0.1 | 13 | 6
Cc1cc(N2C(=O)CSC2c2ccc(C3SCC(=O)N3c3ccc(Br)c(C)c3)cc2)ccc1Br (centres undefined) | 0.6 | 0.7 | 10 | 8
CCc1cc2c(nc1CC)CCN(CC/C(C)=N/O[C@@H]1O[C@H](COC(C)=O)[C@@H](OC(C)=O)[C@H](OC(C)=O)[C@H]1OC(C)=O)C2 | 1.7 | 0.3 | -13 | .
O=C(Nc1nc(C(=O)N2CCN(c3ccccc3F)CC2)cs1)c1ccc(Cl)cc1 | 0.1 | 0.0 | 7 | 6
COc1ccc(C2(C(=O)N3CCCC3)CCCC2)cc1OC | -0.7 | -0.1 | -11 | -5
O=c1ccc2cc(S(=O)(=O)Nc3ccc(Cl)cc3)ccc2o1 | 2.2 | -0.1 | -10 | -1
COc1cc(CN2CCN(Cc3ccc(O)cc3)CC2CCO)cc(OC)c1 (centres undefined) | 1.6 | 0.5 | 3 | -18
Cc1cc(C)c2c(=O)cc(C(F)(F)F)oc2c1[N+](=O)[O-] | 0.1 | 0.0 | 12 | 12
O=C(NNC(=O)c1cc(Cl)ccc1Cl)c1ccncc1 | 1.5 | 0.1 | 5 | 2
COc1ccc(-c2nnc(SCC(=O)c3cc(C)n(C)c3C)o2)cc1 | 2.3 | 0.1 | 5 | -5
Cc1ccc(NC(=O)c2cc3cc(Br)ccc3o/c2=N\c2sc3c(c2C#N)CCCC3)cc1 | 1.3 | 0.1 | 11 | -5
COc1ccccc1/C=C/C=C(\C#N)C(=O)NCCc1ccc(OC)c(OC)c1 | -0.2 | -0.1 | 11 | -1
Cc1ccc(C2=N/C(=C\c3ccccc3OC(=O)c3ccc(Cl)cc3)C(=O)O2)cc1 | -0.8 | 0.0 | -8 | 45*
COc1ccc(-c2nc(Nc3cccc(C)c3)c3ccccc3n2)cc1OC | 0.0 | 0.1 | 5 | 18

An excerpt from above, showing only GPR151 activ, MITF primary and FBW7 activator.
compound | GPR151 activ | MITF primary | FBW7 activator
O=C(NNC(=O)c1cc(Cl)ccc1Cl)c1ccncc1 | 1.5 | 5 | 0.1
COc1ccc(-c2nnc(SCC(=O)c3cc(C)n(C)c3C)o2)cc1 | 2.3 | 5 | 0.1

Later entries:
SMILES | GPR151 activ | FBW7 activator | MITF primary | TEAD-YAP block
COc1ccc(C(=O)NC2=C(C)N(C)N(c3ccccc3)C2)cc1 | 2.9 | 0.0 | -6 | -14
COC(=O)c1sc2nc(CN3CCCCCC3)ccc2c1NC(=O)c1ccsc1 | 1.5 | 0.3 | 6 | -3
CCCCc1nnc(-c2cc3ccccc3n2CC#N)o1 | 1.7 | -0.1 | 3 | 1
Cc1ccc(S(=O)(=O)NC(=NC(C)C)c2ccccc2)cc1 | 1.6 | 0.7 | 3 | 8
CCOC(=O)CCN1C(=O)[C@H]2[C@H]3[C@H](O)[C@H](O)C/C(=N\OCc4ccccc4)[C@H]3CC[C@H]2C1=O | 1.8 | -0.1 | 2 | .
CC(=O)N1N=C(c2ccc(O)cc2)CC1c1ccccc1 (centres undefined) | 0.4 | -0.1 | -7 | -12
Cc1ccc(-c2c(C)n([O-])c(C)c(-c3ccc(F)cc3)[n+]2=O)cc1 | -1.8 | 0.1 | 11 | 4
CCOc1cc(/C=C2\N=C(c3ccc(C)cc3)OC2=O)cc(Br)c1OC(C)=O | -1.5 | 0.1 | 13 | -1
CC1C/C(=N/N2C(=O)CSC2=S)CC(C)(C)C1 (centres undefined) | 3.7 | 0.0 | 2 | 6
C=CCSc1nc2c(c(=O)n1-c1ccc(OC)cc1)C1(CCCC1)Cc1ccccc1-2 | 0.4 | -0.1 | -4 | -13
COc1ccc(-c2noc(N3CCC(C(=O)NCCCN4CCCCC4C)CC3)n2)cc1 (centres undefined) | 2.5 | 0.1 | 5 | -1
COc1ccc(-c2cc(C(F)(F)F)n3nc(C(=O)N4CCN(C)CC4)cc3n2)cc1 | -1.2 | 0.0 | -2 | 5

Reformatted with two lines to a compound: 7 of the compounds above.
The line under a structure holds: GPR151 activ, FBW7 activator, MITF primary, TEAD-YAP block
> Cc1ccc(S(=O)(=O)NC(=NC(C)C)c2ccccc2)cc1
    1.6, 0.7, 3, 8
> CCOC(=O)CCN1C(=O)[C@H]2[C@H]3[C@H](O)[C@H](O)C/C(=N\OCc4ccccc4)[C@H]3CC[C@H]2C1=O
    1.8, -0.1, 2, .
> CC(=O)N1N=C(c2ccc(O)cc2)CC1c1ccccc1 (centres undefined)
    0.4, -0.1, -7, -12
> Cc1ccc(-c2c(C)n([O-])c(C)c(-c3ccc(F)cc3)[n+]2=O)cc1
    -1.8, 0.1, 11, 4
> CCOc1cc(/C=C2\N=C(c3ccc(C)cc3)OC2=O)cc(Br)c1OC(C)=O
    -1.5, 0.1, 13, -1
> CC1C/C(=N/N2C(=O)CSC2=S)CC(C)(C)C1 (centres undefined)
    3.7, 0.0, 2, 6
> C=CCSc1nc2c(c(=O)n1-c1ccc(OC)cc1)C1(CCCC1)Cc1ccccc1-2
    0.4, -0.1, -4, -13

(cont.)
SMILES | GPR151 activ | FBW7 activator | MITF primary | TEAD-YAP block
CCCNC(=O)Cn1cnc2sc(C(=O)NCc3ccccc3OC)c(C)c2c1=O | -1.1 | 0.0 | 1 | 7
Nc1nc(SCC(=O)NC2CCCCC2)n[nH]1 | 1.1 | 0.0 | 7 | -5
Cc1ccnc(Nc2cccc3ncc(-c4ccc(NS(C)(=O)=O)cc4)cc23)c1 | 2.6 | -0.1 | 4 | -9
O=C(Nc1nnc(Cc2ccccc2)s1)c1ccc([N+](=O)[O-])cc1 | 0.1 | -0.1 | 4 | -2
COc1cc(OC)cc(C(=O)Nc2nc(-c3ccccc3)cs2)c1 | 0.3 | 0.1 | 6 | -8
O=[N+]([O-])c1ccc2cnn(-c3ccccc3)c2c1 | 0.4 | -0.1 | 5 | -5
Cc1cccc(C(=O)NNC(=O)C2CCCCC2)c1O | 1.7 | 0.0 | -18 | -4
CC(=O)C1C(=O)C=C(c2ccccc2)CC1c1ccccc1 (centres undefined) | -1.0 | -0.8 | 8 | -17
Cc1cccc(CN2CCc3nnc(C(C)NC(=O)CCc4ccccc4)n3CC2)c1 (centres undefined) | -0.7 | -0.5 | 7 | 12
N#C/C(=C\c1ccc(-c2ccccc2Cl)o1)C(N)=S | 2.4 | -0.6 | -1 | 16
CCOC(=O)N1CCC(NC(=O)C2CC23CCN(Cc2cc(Cl)ccc2O)CC3)CC1 (centres undefined) | -1.3 | 0.0 | 0 | 4
O=C(N/N=C\c1cc2c(cc1Br)OCO2)c1cncc(Br)c1 | 0.5 | -0.1 | -12 | 2
CCc1ccc(N2CC(C(=O)Nc3ccc(I)cc3)CC2=O)cc1 (centres undefined) | -0.8 | -0.1 | -6 | -1
C=CCN1C(=O)C(CC(=O)Nc2ccc(F)cc2)SC1=Nc1ccc(O)cc1 (centres undefined) | -0.7 | 0.1 | -7 | 21
CCOC(=O)c1cccc(-c2ccc(/C=C3/C(=N)N4OC(C)=CC4=NC3=O)o2)c1 | 1.2 | 0.1 | -1 | 9
CN(C)CCN(C(=O)Nc1ccc(F)cc1F)c1nc2ccccc2s1 | -1.8 | 0.2 | 17 | -9
COc1ccccc1C1C(C(=O)Nc2ccc(F)cc2)=C(C)Nc2nc(CCCO)nn21 (centres undefined) | -0.1 | 0.1 | 0 | -1
CC(=O)Nc1ccc(Nc2ncnc3nc(Nc4cccc(N(C)C)c4)[nH]c23)cc1 | 1.7 | 0.2 | 4 | -6
